BoNT-A LC inh2: BoNT A light chain protease inhibition | multiplex microsphere protease substrate cleavage, flow cytometry | inhibition, % at 10 µM | hit rate 0.17% among 360,000; also: plate controls were buffer without enzyme for full effect and enzyme alone for no effect
Rv3671c protease: Rv3671c (M. tuberculosis) protease inhibition | AID 2606 | hit rate 0.048% among 320,000 | inhibition, % at 5.96 µM | P9WHR9; in the data active = inhibition above about 38%;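 also: extracellular domain of Rv3671c used as enzyme; 0% = enzyme with DMSO and 100% = no enzyme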
Anthrax LF inh2: blocks Bacillus anthracis lethal factor protease. multiplex microsphere protease cleavage assay, LF. inhibition, % at 10 µM. hit rate 0.12% among 360,000. AID 588501; also: plate controls were buffer without enzyme for full effect and enzyme alone for no effect
Target sequence (P15917 whole entry, looked up): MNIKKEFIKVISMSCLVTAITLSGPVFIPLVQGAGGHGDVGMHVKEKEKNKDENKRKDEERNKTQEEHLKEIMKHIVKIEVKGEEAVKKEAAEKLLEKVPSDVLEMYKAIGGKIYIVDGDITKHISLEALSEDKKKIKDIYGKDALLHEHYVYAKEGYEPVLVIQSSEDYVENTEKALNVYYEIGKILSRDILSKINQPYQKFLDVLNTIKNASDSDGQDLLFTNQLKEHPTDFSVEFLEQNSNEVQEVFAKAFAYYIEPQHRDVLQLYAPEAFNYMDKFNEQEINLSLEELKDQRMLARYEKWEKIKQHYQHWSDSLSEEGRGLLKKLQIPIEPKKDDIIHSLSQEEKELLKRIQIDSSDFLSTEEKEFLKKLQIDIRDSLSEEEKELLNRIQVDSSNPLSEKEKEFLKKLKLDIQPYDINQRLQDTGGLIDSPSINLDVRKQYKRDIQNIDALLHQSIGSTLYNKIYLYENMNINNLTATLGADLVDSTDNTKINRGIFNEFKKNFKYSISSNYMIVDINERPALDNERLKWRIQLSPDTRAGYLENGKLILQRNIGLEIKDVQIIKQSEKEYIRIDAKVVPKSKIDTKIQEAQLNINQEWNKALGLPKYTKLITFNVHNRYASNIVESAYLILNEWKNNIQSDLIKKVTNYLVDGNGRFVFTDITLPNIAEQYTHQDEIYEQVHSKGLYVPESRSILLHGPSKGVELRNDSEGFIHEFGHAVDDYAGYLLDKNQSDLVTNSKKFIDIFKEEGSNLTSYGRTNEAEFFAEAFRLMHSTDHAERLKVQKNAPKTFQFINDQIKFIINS
BoNT F protease: BoNT F light chain protease inhibition | Multiplex microsphere protease cleavage assay, flow cytometry | inhibition, % at 10 µM | hit rate 0.22% among 360,000 | AID 588497; in the data active = inhibition above about 35%, passing the limit was not always enough; inconclusive = no clear call, values can overlap the other calls; also: plate controls were buffer without enzyme for full effect and enzyme alone for no effect
CCHFV vOTU inh: blocks the CCHF virus ovarian tumor domain protease | CCHFV vOTU protease, Pep-AMC fluorescence | inhibition, % at 11.5 µM | hit rate 0.55% among 370,000 | AID 651958; in the data active = inhibition above about 30%; also: 0% = vehicle wells with enzyme and 100% = no enzyme wells
VHR inh abs: inhibitors of human VHR1 phosphatase (DUSP3); inhibition, % at 13.3 µM; P51452; hit rate 0.52% among 290,000; AID 1654; recombinant VHR phosphatase, pNPP absorbance; in the data active = inhibition above about 50%; also: some compounds called inactive have numbers as strong as hits
PrPC TRFRET: inhibitors of human cell surface prion protein PrPC. inhibition, % at 13.8 µM. hit rate 0.43% among 370,000. P04156. AID 720596. TR-FRET read-out; in the data active = inhibition above about 24%; also: 0% = median of the test wells and 100% = reference compound wells
SARS 3CLpro inh: SARS-CoV 3CLpro protease inhibition; P0C6X7; recombinant SARS-CoV 3CLpro, quenched FRET peptide cleavage; inhibition, % at 6 µM; hit rate 0.14% among 290,000; AID 1706; in the data active = inhibition above about 12%
MazEF act: MazEF (E. coli) toxin RNase activation; FAM/BHQ RNA-DNA oligo cleavage fluorescence, 5 h; AID 504720; activation, % at 20 µM; hit rate 0.32% among 350,000; in the data active = activation above about 50%
Target sequence (P0AE70 whole entry, looked up): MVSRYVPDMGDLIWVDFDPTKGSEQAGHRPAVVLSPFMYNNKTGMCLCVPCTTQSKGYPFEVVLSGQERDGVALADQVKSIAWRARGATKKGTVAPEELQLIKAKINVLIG
SSB-PriA inh: K. pneumoniae PriA-SSBct interaction inhibition. AlphaScreen SSBct-PriA binding, biotinylated peptide. inhibition, % at 33 µM. hit rate 0.6% among 430,000; in the data active = inhibition mostly above about 37%, no sharp cut-off; inactive = mostly below about 20%;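 also: plate controls were negative control peptide for no effect and reference peptide for full effect; strong numbers were not always called active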
Starred values were filed as active, the others as inactive; i = inactive; ? = inconclusive; / = no result given. Rule as the data show it, unless noted: active = inhibition above about 30%; inconclusive = no clear call, values can overlap the other calls; inactive = below that.

canonical_smiles	BoNT-A LC inh2	Rv3671c protease	Anthrax LF inh2	BoNT F protease	CCHFV vOTU inh	VHR inh abs	PrPC TRFRET	SARS 3CLpro inh	MazEF act	SSB-PriA inh
COc1ccc(-c2nn(-c3ccccc3)cc2C(=O)Nc2ccc(C(=O)O)cc2)cc1	-1.8	-6	3	-13	11	12	-5	9	-37	3
CCCNc1nc2c(c(=O)n(C)c(=O)n2C)n1CCC(C)C	-0.8	-3	4	-4	5	-3	14	1	6	-6
Cc1csc(NC(CO)c2nc3ccccc3n2CCOCCO)n1 (centres undefined)	-1.0	-1	-8	0	-11	/	5	/	-11	-1
C=CCn1c(-c2cccc3ccccc23)n[nH]c1=S	-1.6	1	-3	-4	-5	14	4	-4	10	4
Cc1nn(C2CC(O)C(O)C(CO)O2)c(=O)[nH]c1=O (centres undefined)	0.1	/	2	-2	-1	/	-3	/	2	-6
COc1ccc(C(=O)N2CCN(C(=O)c3ccncc3)CC2)cc1	-1.6	-1	-6	-4	-9	5	6	-6	0	1
COc1ccccc1NC(=O)Cn1c(=O)oc2cc(S(=O)(=O)N3CCCC3)ccc21	-0.9	-2	-9	-22	3	10	-3	-3	7	-19
CCOC(=O)Cc1csc(NC(=O)CN2C(=O)c3ccccc3C2=O)n1	-0.8	4	-9	?	7	13	3	2	1	2
O=C(Nc1ccc(SC(F)(F)F)cc1)c1ccccn1	-0.8	1	10	-4	-1	5	-12	2	11	-28
CCNc1nc(Oc2ccc(C(=O)OCC)cc2)nc(SC)n1	0.1	-6	1	2	6	8	-1	-5	-3	-14
O=S(=O)(/C=C/c1ccccc1)NCc1ccccc1Cl	-1.5	-6	-1	-28	-11	0	3	-2	6	-26
COc1ccc(C2=NS(=O)(=O)N(C)C(C(=O)N3CCOCC3)=C2)cc1	-0.1	5	-5	-4	3	-10	-7	-6	17	-2
CCOC(=O)N(C)[C@H]1C[C@H]2c3[nH]c4ccccc4c3CCN2C[C@H]1[C@H](C)O	1.5	/	0	-2	-13	/	-15	/	/	/
COc1ccc(CCNC(=O)Cn2nnc(-c3cccc(OC)c3OC)n2)cc1OC	-1.0	-5	-2	-3	10	-6	0	6	7	-10
O=C(NCC(=O)N1CCC2(CC1)NCCc1[nH]cnc12)c1ccccc1F	-0.4	-7	1	-2	-10	8	10	-2	5	0
O=C(COC(=O)CNC(=O)c1ccc(Cl)cc1)Nc1ccc2c(c1)OCCO2	1.0	-1	1	4	-8	5	2	-1	4	2
C/C(=N\Nc1nc2ccccc2[nH]1)c1ccc(Cl)s1	-3.1	5	-10	-23	-3	46	-4	3	-13	/
COc1ccc(-c2cc3ccc(O)cc3oc2=O)cc1OC	-2.9	-3	-2	-2	-253	-13	-19	2	-5	-24
CSc1ccc(Cn2c(C)c(C(=O)NCc3ccc4c(c3)OCO4)sc2=O)cc1	-0.8	/	-6	1	5	/	0	/	/	/
CC(=O)Nc1ccc(S(=O)(=O)NCCC(=O)OCC(=O)c2cccc(Br)c2)cc1	/	/	/	/	-7	/	2	/	5	-3
O=C(O)C1C2CCCCC2=C2CCCCC2C1C(=O)O (centres undefined)	?	3	0	3	-3	29	0	-3	-9	-14
Nc1nc(SCC(=O)Nc2cccc(Oc3ccccc3)c2)n[nH]1	-0.6	3	-1	0	-5	-7	6	2	-10	2
CCCCN=C(C)C1=C(O)CSC1=O	-0.7	4	-2	-14	4	26	4	2	5	1
COc1ccc(-c2cc(C(=O)NCC3CCCCC3)[nH]n2)c(C)c1	-0.2	/	2	-4	15	/	9	/	/	/
Cc1cccc(NC(=O)NCc2ccccn2)c1	0.7	-2	-2	-5	-8	4	3	1	3	-8
NC(=O)C1(N2CCCCC2)CCN(C(=S)Nc2cc(F)cc(F)c2)CC1	-0.8	-9	2	-2	-8	7	-3	-4	3	-1
Cc1cc(C)c(S(=O)(=O)N2CCCOC2CNC(=O)C(=O)NCCCn2ccnc2)c(C)c1 (centres undefined)	-0.8	7	0	4	-2	-10	-2	3	8	3
COc1ccc2ccc(OCC(=O)N3c4ccccc4NC(=O)CC3C)cc2c1 (centres undefined)	0.4	-10	-7	-3	-9	/	-1	/	2	3
Cc1cc(C)cc(N(CC(=O)NCc2ccc3c(c2)OCO3)C(=O)CCC(=O)Nc2ccccn2)c1	-0.4	-1	-1	-6	4	19	-1	-1	7	-6
Cc1nn(-c2ccccc2)c(C)c1/C=N/n1c(-c2ccc(C(C)(C)C)cc2)n[nH]c1=S	-0.3	-5	-4	-11	6	26	-3	4	-1	/
COC(=O)c1ccsc1NS(=O)(=O)c1ccccc1	-1.8	9	-5	-10	12	-14	-2	1	-7	-7
Cc1ccc(Nc2nc(Oc3ccc(=O)[nH]n3)nc(N(C)C)n2)cc1	-0.2	1	-5	-13	12	18	-11	0	4	5
O=C(N/N=C/c1ccccc1OCc1ccccc1Cl)c1cccnc1	-0.3	-24	-3	0	5	22	-3	-1	1	/
Cc1ccc(SC(C)C(=O)NCc2cccnc2)cc1 (centres undefined)	-0.7	5	-3	9	-8	23	-2	-10	-8	-9
C/C(=N\NC(=O)C(=O)Nc1cc(Cl)ccc1Cl)c1ccncc1	0.8	-6	3	12	2	0	-4	1	-6	/
Cc1c(C2=CCN(S(=O)(=O)c3ccc(Br)cc3)CC2)c2ccccc2n1C	-0.4	-57	-1	-1	5	10	0	2	10	-12
O=C(Nc1cc(S(=O)(=O)N2CCOCC2)ccc1OCC(F)(F)F)C1CCCC1	0.0	/	1	3	-18	/	0	/	2	/
COC(=O)c1ccc(OC)c(OC)c1Cl	-0.3	4	0	-2	10	1	-3	2	1	-7
Cc1ccc(OCC(=O)Nc2ccc(NC(=O)c3cccs3)cc2)c(C)c1	-6.4	-12	-9	2	13	15	7	-4	10	-15
CC1=NNC(=O)C1CCC(=O)N/N=C/c1ccccc1 (centres undefined)	0.3	-1	1	5	-9	20	0	8	-2	i
CCOC(=O)Cc1csc(NC(=O)CSc2nnc(-c3ccncc3)n2Cc2ccco2)n1	0.6	-4	-4	3	-9	/	1	-3	0	-1
COc1cccc(/C=C2\SC(=S)N(CCCC(=O)N3CCCC3)C2=O)c1	-1.2	-3	2	-5	12	4	0	-1	-11	-6
O=C(O)Cc1ccc(NCc2ccccc2Cl)cc1	-1.3	5	1	0	-6	-24	-4	3	-4	-1
Cc1nccn1CC(=O)N/N=C/c1cccs1	?	0	-9	?	2	13	-5	7	-1	i
Cc1ccc(-c2cn3nc(-c4ccccc4)c(-c4ccccc4)nc3n2)cc1	/	3	/	/	-5	-10	-4	-2	-381	2
O=C(CSc1n[nH]c(-c2ccccn2)n1)Nc1cccc(Cl)c1	-1.5	0	4	-2	-2	23	16	-4	0	88*
CCn1cc(C(=O)N2CCCCC2)c2ccccc21	0.8	-5	0	3	4	-12	6	5	2	8
Cc1ccc(CN2CCNC(=O)C2CC(=O)O)o1 (centres undefined)	-0.8	-1	-6	-4	1	-2	2	-6	6	-4

Two compounds from above with just SARS 3CLpro inh and MazEF act:
| canonical_smiles | SARS 3CLpro inh | MazEF act |
| --- | --- | --- |
| COc1cccc(/C=C2\SC(=S)N(CCCC(=O)N3CCCC3)C2=O)c1 | -1 | -11 |
| O=C(O)Cc1ccc(NCc2ccccc2Cl)cc1 | 3 | -4 |

Next section
canonical_smiles	BoNT-A LC inh2	Rv3671c protease	Anthrax LF inh2	BoNT F protease	CCHFV vOTU inh	VHR inh abs	PrPC TRFRET	SARS 3CLpro inh	MazEF act	SSB-PriA inh
CC(Oc1ccc(Cl)cc1Cl)c1ccnc(N)n1 (centres undefined)	0.0	-4	-7	-3	20	7	3	4	6	-9
N=C(N)c1ccc(O)cc1	-1.8	-1	-5	-5	5	16	4	1	1	4
Cc1cccc(NCC(=O)N/N=C\c2cccc(Oc3ccccc3)c2)c1	-0.6	0	-2	-3	9	15	7	7	0	/
CC(=O)c1ccc(NC(=O)CN2C(=O)NC(C)(c3ccc4c(c3)OCCO4)C2=O)cc1 (centres undefined)	-1.5	3	-2	-4	-9	/	-6	/	-3	9
COc1ccc(-c2nn(-c3ccccc3)cc2CNC[C@H]2O[C@@H](n3cnc(C(N)=O)n3)[C@H](O)[C@@H]2O)cc1	0.1	/	5	-10	2	/	7	/	-12	-1
COCCN(Cc1ccccc1)C(=S)Nc1ccc(Cl)cc1	0.2	8	-6	-1	22	13	10	4	-5	-26
Cc1cc(C)n(CCCNC(=O)CN(C)S(=O)(=O)c2ccc(Cl)cc2)n1	2.1	-8	-6	-5	-8	/	-3	/	3	-10
COCCn1c(SCC(=O)NC2CC2)nc2ccccc21	2.1	8	-2	4	8	/	0	/	7	-2
CN(C)/C=N/n1cnc2ccccc2c1=O	5.2	3	18	?	-15	-16	6	-3	3	i
CC(C(=O)N(C)C1CCS(=O)(=O)C1)N1C(=O)/C(=C/c2ccco2)SC1=S (centres undefined)	0.1	-6	0	-3	12	2	-10	3	13	4
COCCCn1c(SCC(=O)N2CCCC2=O)nc2ccccc2c1=O	-0.4	/	-1	-3	-5	/	1	/	5	/
CCn1cc(C(=O)NCCc2ccc(OC)cc2)c(=O)c2ccc(C)nc21	1.2	0	-5	8	-12	-8	3	-4	-27	-3
Cc1cc(C)c2c(C)nn(C3CCCCC3)c2n1	?	2	-4	0	-16	-1	0	2	14	-25
CC1=C(C)CC2C(=O)N(c3cccc4ccccc34)C(=O)C2C1 (centres undefined)	-0.9	1	-3	-10	-4	-2	4	-8	0	0
COc1cc(OC)c(NS(=O)(=O)c2c(C(=O)N3CCCCC3)c(C)n(C)c2C)cc1Cl	/	3	/	/	17	-4	2	4	0	2
CN1CCN(C(c2ccc(F)cc2)c2ccc3cccnc3c2O)CC1 (centres undefined)	2.0	/	1	7	/	/	/	/	5	-9
CCn1c2ccccc2c2cc(NC(=O)COC(=O)c3ccc(NC(=O)CC#N)cc3)ccc21	0.7	-46	-3	-5	15	/	-10	/	-28	9
O=C(CSCCc1ccccn1)Nc1ccccn1	0.5	3	-5	-6	18	10	-1	-3	-22	6

Source: PubChem

Not all compounds are listed. The share of hits here may be higher or lower than overall.
